Bioassay records from PubChem.
bIAP inh = blocks bovine intestinal alkaline phosphatase activity; purified bovine IAP, CDP-star luminescence, 30 min; inhibition, % at 20 µM; 190,000 tested, under 10 active; AID 1019;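 active = over 50% inhibition of intestinal alkaline phosphatase at 20 µM in the single-dose screen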
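Incubation: 30 min reaction at room temperature / Material: purified bovine intestinal alkaline phosphatase (IAP) enzyme / Input: enzyme at 1/65,000,000 dilution / Dosing: 20 µM single dose / Signal: CDP-star luminescence signal / Reagent: CDP-star chemiluminescent phosphatase substrate, 30 µM final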
Diaphorase inh = counter-screen for diaphorase-based assays: diaphorase inhibitors and chemical oxidizers | 190,000 compounds, 0.69% hits | AID 1217 | inhibition, % at 20 µM | diaphorase resazurin-to-resorufin fluorescence, NADH, 16 min; bacterial (C. kluyveri) enzyme, not human;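 active = primary screen inhibition at 20 µM above a set limit, cut at about 50% in these data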;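 also: plate controls were DMSO with full reaction for no effect and wells lacking NADH for full effect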
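Test system: diaphorase enzyme from Clostridium kluyveri; amount: diaphorase at 0.14 U/mL in enzyme working solution; detection: fluorescence of resorufin formed from resazurin, Ex 544/Em 590 nm; times: reaction incubation of 16 min at room temperature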
PMI act = activators of human phosphomannose isomerase | purified human PMI, coupled resazurin fluorescence, 20 min; active compounds read high; 1 = vehicle control, 0 substrate-free wells | AID 1214 | P34949 | activation factor at 20 µM | 190,000 compounds, 0.005% hits;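 active = activation factor of 2 or more at 20 µM, relative to plate controls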
Target sequence (P34949 whole entry, looked up): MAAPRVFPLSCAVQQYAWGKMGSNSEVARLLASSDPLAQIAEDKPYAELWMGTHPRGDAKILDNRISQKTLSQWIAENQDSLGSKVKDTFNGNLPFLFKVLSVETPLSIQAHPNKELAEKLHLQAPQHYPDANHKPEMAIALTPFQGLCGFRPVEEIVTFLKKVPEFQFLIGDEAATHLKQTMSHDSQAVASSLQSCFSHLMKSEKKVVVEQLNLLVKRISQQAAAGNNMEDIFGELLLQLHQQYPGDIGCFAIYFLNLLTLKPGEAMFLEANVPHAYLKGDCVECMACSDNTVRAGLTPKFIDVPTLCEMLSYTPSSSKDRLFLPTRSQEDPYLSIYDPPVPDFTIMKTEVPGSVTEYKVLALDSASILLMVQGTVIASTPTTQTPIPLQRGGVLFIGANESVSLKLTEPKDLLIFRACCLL
bIAP act = intestinal alkaline phosphatase (bovine) activation. activation factor at 20 µM. 200,000 compounds, 0.17% hits. purified bovine IAP, CDP-star luminescence, 30 min; active compounds read high; fold of DMSO-control signal, blank-subtracted;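 active = activation factor of 2 or more at 20 µM, a signal rise over negative controls twice the positive control's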
TNAP inh no acc = blocks human TNAP activity with no phosphate acceptor present; inhibition, % at 20 µM; P05186; 200,000 compounds, 0.26% hits; purified TNAP, CDP-star luminescence, 30 min;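 active = tissue-nonspecific alkaline phosphatase inhibition above about 50% at 20 µM in the single-dose screen, limit read from the data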;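 also: 0% = DMSO negative control and 100% = EDTA positive control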
Target sequence (P05186 whole entry, looked up): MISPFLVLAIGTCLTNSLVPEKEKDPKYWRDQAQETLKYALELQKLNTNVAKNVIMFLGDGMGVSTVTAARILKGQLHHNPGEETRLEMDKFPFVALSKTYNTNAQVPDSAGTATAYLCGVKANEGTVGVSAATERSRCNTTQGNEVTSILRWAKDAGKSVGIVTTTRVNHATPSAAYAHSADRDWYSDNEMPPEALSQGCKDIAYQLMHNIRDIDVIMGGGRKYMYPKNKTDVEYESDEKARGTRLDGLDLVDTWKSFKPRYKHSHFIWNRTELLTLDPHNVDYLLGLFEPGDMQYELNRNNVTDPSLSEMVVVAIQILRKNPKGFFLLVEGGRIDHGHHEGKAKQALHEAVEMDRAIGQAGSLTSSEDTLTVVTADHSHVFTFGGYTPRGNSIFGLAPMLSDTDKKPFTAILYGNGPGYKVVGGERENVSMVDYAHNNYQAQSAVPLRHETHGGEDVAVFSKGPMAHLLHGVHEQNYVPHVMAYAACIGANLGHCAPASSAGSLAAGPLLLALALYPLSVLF
Diaph act CS = activates diaphorase or chemically reduces, flagging diaphorase assay artifacts; 190,000 compounds, 0.005% hits; activation factor at 20 µM; Diaphorase/resazurin coupled assay, resorufin fluorescence, 16 min; active compounds read high; 1 = vehicle wells, 0 = NADH-free wells; AID 1229;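 active = diaphorase activity raised at least twofold by the compound at 20 µM; inactive = activation factor below 2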
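System – purified diaphorase enzyme from Clostridium kluyveri · Input – enzyme 0.07 U/mL final · Also added – final NADH 0.114 mM, resazurin 0.1 mM · Measured by – fluorescence of resorufin, 544 nm excitation, 590 nm emission · Timing – 16 min enzyme reaction, ambient temperature · Measure – resorufin increase flagging diaphorase activators or reducers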
PMI act hi M6P = increases human PMI activity with near-saturating mannose 6-phosphate. activation factor at 20 µM. P34949. AID 1216. coupled PMI enzyme assay, resazurin fluorescence, 20 min; active compounds read high; 1 = untreated enzyme, 0 = substrate-free blank. 190,000 compounds, 0.34% hits;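 active = activation factor of 2 or more at 20 µM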
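Test system: human phosphomannose isomerase with PGI, G6PDH, diaphorase coupling enzymes; Amount: PMI at 15 ng/mL final; Reagent: Mannose-6-phosphate 1.0 mM (near-saturating) plus 0.22 mM NADP+; Timing: 20 min, room temperature; Technique: resorufin fluorescence at Ex 544/Em 590 nm; Dosing: 20 µM single dose.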
Lmaj promast = inhibitors of Leishmania major promastigote growth. AID 1063. inhibition, % at 10 µM. Leishmania major promastigotes, resazurin fluorescence viability. 200,000 compounds, 9% hits; in the data active = inhibition above about 50%;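 also: promastigotes grown with compound for 44 hours at 28 °C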
TNAP act hi DEA = increases human TNAP activity under high phosphate acceptor concentration; activation factor at 20 µM; purified TNAP, CDP-star luminescence, 1 M DEA, 30 min; active compounds read high; 0 = EDTA background, 1 = DMSO-only activity; 200,000 tested, under 10 active; AID 1136;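 active = activation factor at least 2 at 20 µM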
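Assay system: human TNAP; Input: enzyme diluted 1/800 final; Reagent: CDP-star luminogenic substrate at 100 µM final; Timing: 30 min, room temperature; Signal: luminescence; Evaluation: TNAP activation factor scaled between EDTA and DMSO control wells.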
TNAP inh hi DEA = TNAP (human) inhibition, high acceptor. P05186. purified TNAP, CDP-star luminescence, 1 M DEA. inhibition, % at 20 µM. 200,000 compounds, 0.03% hits;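 active = over 50% inhibition of tissue-nonspecific alkaline phosphatase at 20 µM in the single-dose screen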;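 also: plate controls were DMSO wells for no effect and EDTA-quenched wells as full inhibition for full effect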
The depositor's hits bear a star; / = no result given. Rows are unselected; overall some 10% were active at least once.

SMILES	bIAP inh	Diaphorase inh	PMI act	bIAP act	TNAP inh no acc	Diaph act CS	PMI act hi M6P	Lmaj promast	TNAP act hi DEA	TNAP inh hi DEA
COc1ccc(C)cc1NC(=S)N1CCN(c2ccccn2)CC1	9	-7	1	0.9	-10	1.1	1	-3	1	-4
COCCN(Cc1cc2cc3c(cc2nc1Cl)OCO3)C(=O)Nc1ccc(OC)cc1	-1	7	0.8	1	-9	0.9	1	0	1	4
Cc1ccc2nc(=O)c(NNc3ccccc3)cnc2c1	-49	17	1	1.5	-6	0.8	0.9	-2	1	0
C/C(=N\NC(=O)c1cccc(S(=O)(=O)Nc2cccc(Cl)c2)c1)c1cccs1	32	16	0.9	0.7	-15	0.8	0.9	1	1	-3
Cc1ccc(C)c(N=C2NC(=O)CS2)c1	10	14	1	0.9	-8	0.9	0.9	-9	1.1	-7
CNC(=O)c1ccccc1NC(=O)c1cccc(S(=O)(=O)N2CCCCC2)c1	4	14	0.9	1	-4	0.9	0.9	13	1	-2
NC(=O)Cc1ccc(C(=O)c2ccc(Cl)cc2Cl)s1	-10	11	1.3	1.1	1	0.9	1.1	-10	1	0
O=C(NC1(C(F)(F)F)NC(=O)N(c2ccccc2)C1=O)c1cccs1 (configuration not stated)	-8	11	0.9	1.1	-10	0.9	0.9	57*	1	-5
Cc1cc2cc(CN(Cc3ccco3)C(=S)NCC3CCCO3)c(=O)[nH]c2cc1C (configuration not stated)	16	21	0.9	0.8	-6	0.8	1	-1	1	1
COCCNC(=O)CN(C(=O)Cn1nnc2ccccc21)c1ccc(C)cc1	3	2	1	1	-13	1	1	-2	1.1	-7
COc1cccc(N/C(SCc2cccc([N+](=O)[O-])c2)=C(/C#N)C(=O)NCc2cccs2)c1	10	10	1	0.9	-4	0.9	0.9	87*	1	-2
CCOCCCNC(=O)CNC(=S)N(Cc1ccccc1F)C1CCCCC1	-11	-6	1.1	1.1	-6	1.1	1.1	-2	1	-1
O=C1CCCC2=C1C(c1ccc(Cl)cc1)N1C(=O)CCSC1=N2 (configuration not stated)	8	15	0.9	0.9	-5	0.8	0.9	-2	1	-2
COc1ccc(-c2nnc(-c3cc(OC)c(OC)c(OC)c3)o2)cc1OC	-8	-12	1	1.1	-5	1.1	1	8	1	-4
Cc1ccc(S(=O)(=O)N2CCC(=O)N(CCOCc3cccc(C(F)(F)F)c3)CC2)cc1	6	9	1	0.9	0	0.9	1	8	1	1
O=C(Nc1ccc(N2CCOCC2)cc1)c1cnsn1	17	5	1	0.8	-38	0.9	1	-7	1.1	-8
COc1ccc(S(=O)(=O)NCCSCc2ccco2)cc1Cl	40	22	0.8	0.6	-8	0.8	0.9	-5	1	0
CCN(CC)C(=O)C1=C(C)Nc2nc3ccccc3n2C1c1cccc(OC)c1 (configuration not stated)	-1	12	0.9	1	-6	0.9	0.9	20	1	1
CCOc1ccc2nc(SCC(=O)Nc3ccc4c(c3)OCCO4)[nH]c2c1	-4	15	1	1	-13	0.8	1	97*	1.1	-6
Cc1ccc(C)c(Cn2c(=O)n(CCCC(=O)NCc3ccco3)c(=O)c3sccc32)c1	5	19	0.9	0.9	-14	0.8	1	5	1	-4
Cc1cc(Cl)ccc1Oc1ncnc2onc(C)c12	-1	3	1	1	-10	1	1.1	4	1.1	-6
c1ccc2nc(-c3nccs3)ccc2c1	3	-1	1	1	-13	1	1.1	-2	1.1	-5
CN(CC(O)COc1ccc(OCC(O)CN(C)C2CCCCC2)cc1)C1CCCCC1 (configuration not stated)	6	7	0.9	0.9	-11	0.9	1	63*	1.1	-7
Cc1cc(C)nc(SCC(=O)Nc2ccc(S(=O)(=O)Nc3onc(C)c3C)cc2)n1	-5	10	1	1	-9	0.9	1	-8	1	-1
OC1(c2ccc(Cl)cc2)CN(c2ccccc2)C2=[N+]1CCS2 (configuration not stated)	6	10	1	0.9	4	0.9	1	3	1	3

The final four compounds of the part before lead into the next:
SMILES	bIAP inh	Diaphorase inh	PMI act	bIAP act	TNAP inh no acc	Diaph act CS	PMI act hi M6P	Lmaj promast	TNAP act hi DEA	TNAP inh hi DEA
c1ccc2nc(-c3nccs3)ccc2c1	3	-1	1	1	-13	1	1.1	-2	1.1	-5
CN(CC(O)COc1ccc(OCC(O)CN(C)C2CCCCC2)cc1)C1CCCCC1 (configuration not stated)	6	7	0.9	0.9	-11	0.9	1	63*	1.1	-7
Cc1cc(C)nc(SCC(=O)Nc2ccc(S(=O)(=O)Nc3onc(C)c3C)cc2)n1	-5	10	1	1	-9	0.9	1	-8	1	-1
OC1(c2ccc(Cl)cc2)CN(c2ccccc2)C2=[N+]1CCS2 (configuration not stated)	6	10	1	0.9	4	0.9	1	3	1	3
Cc1ccc(C2(c3noc(CN4CCC(c5ccncc5)CC4)n3)CCCC2)cc1	-12	21	0.9	1.1	1	0.8	0.9	51*	1	1
COc1ccc(CCNC(=O)Cn2cnc3c(cnn3C(C)(C)C)c2=O)cc1OC	4	12	0.9	1	-5	0.9	0.9	-4	1	2
Cc1cccc(OCCn2c(=S)[nH]c3ccccc32)c1	11	24	0.8	0.9	28	0.8	0.9	1	1	1
Cc1ccc(-c2nn(-c3ccccc3)cc2/C=C/C(=O)Nc2cccc(S(N)(=O)=O)c2)cc1	-2	2	0.9	1	1	1	0.8	-3	1	1
COc1cc2nc(NCCCN3CCN(C)CC3)n3nc(-c4ccccc4)nc3c2cc1OC	-20	-31	1	1.2	-18	1.3	0.9	101*	1.1	-6
CC(C)=CC(=O)OCc1cc([N+](=O)[O-])cc2c1OCOC2	-12	5	1	1.1	-6	0.9	1.1	12	1	0
COc1ccc(C(=O)Nc2cccc(C(=O)NCc3ccccc3)c2)cc1	-1	15	1	1	2	0.8	1	2	1	-2
CCOC(=O)c1ccc(N2N=C(C)/C(=C/C=C/c3ccco3)C2=O)cc1	11	-5	1.2	0.9	12	1	1.1	30	1	2
CS(=O)(=O)N1CCN(c2ccc(NC(=O)c3ccccc3)cc2)CC1	-16	0	1.1	1.2	-6	1	1.1	-4	1	-2
Cc1ccc(N2CCN(C(=O)N3CCCC3)CC2)cc1C	-7	11	0.9	1.1	-21	0.9	1	-9	1.1	-5
CC(C)CNC(=O)C(=O)NCc1ccccc1	4	-10	1	1	-7	1.1	1	-7	1.1	-11
C=CCn1c(CCCNC(=O)C(C)(C)C)nc2ccccc21	8	6	0.9	0.9	-7	0.9	1	-2	1	4
COc1cc(S(=O)(=O)N2CCOCC2)ccc1NC(=O)c1cc2c(s1)CCC2	1	16	0.9	1	-4	0.8	0.9	26	1.1	-6
NS(=O)(=O)c1ccc(NC(=S)Nc2ccc(Br)c(Cl)c2)cc1	31	12	0.9	0.7	16	0.9	0.9	11	1	-3
C=CCNC(=S)Nc1cccc(NC(=S)NCC=C)c1	0	14	0.9	1	-11	0.9	0.9	1	1	-4
Cc1cccnc1NCc1ccc(O)c2ncccc12	-43	77*	0.5	1.4	-15	0.2	0.4	58*	1.1	-10
C=CCSc1nnc(NC(=O)Cc2ccc(OC)c(OC)c2)s1	10	14	0.9	0.9	-27	0.9	0.9	-8	1	0
O=C(CCSc1ccccn1)Nc1ccc(Br)cc1	5	20	1	0.9	-9	0.8	0.9	47	1.1	-7
Cc1c(C)n(C(=O)CSc2nc3ccccc3[nH]2)c2ccccc12	1	14	1	1	14	0.9	1	-3	1.1	-7
CC1(C)CC(=O)C2=C(C1)NCN(CCCN1CCOCC1)C2	1	15	0.9	1	-7	0.8	1	/	1.1	-6
COC(=O)c1nc2cc3c(cc2c(C)c1C(=O)OC)OCO3	-6	-1	1.1	1.1	0	1	1.1	5	1.1	-5
Cc1ccc(CN2CCN(Cc3cn(C(C)C)c4ccccc34)CC2CCO)o1 (configuration not stated)	5	-14	1	1	-6	1.1	1	3	1	-2
Cc1cc(Cl)ccc1N=Cc1c(O)n(C)c(=O)n(C)c1=O	11	12	0.9	0.9	-6	0.9	0.8	/	1	-5
CC(C)c1nc(SCC(=O)Nc2ccc(N3CCOCC3)cc2)c2ccccc2n1	2	6	1	1	-12	0.9	1.1	21	1	-4
CCOC(=O)c1ccc(NC(=O)CSc2nnnn2C2CCCCC2)cc1	-2	-5	1	1	-8	1	1	-3	1	0

Next section
SMILES	bIAP inh	Diaphorase inh	PMI act	bIAP act	TNAP inh no acc	Diaph act CS	PMI act hi M6P	Lmaj promast	TNAP act hi DEA	TNAP inh hi DEA
CC1CCN(CCc2nc3cc(NS(=O)(=O)c4ccc(F)cc4)ccc3n2C)CC1	3	10	0.9	1	-10	0.9	0.9	99*	1	-4
CN1CCN(CC(=O)Nc2cc(N(C)C)nc3ccccc23)CC1	-14	-43	1.3	1.1	-8	1.4	1.2	23	1	-4
Cc1cc2nnc(SCC(=O)N3C(C)CCCC3C)n2c(N)n1 (configuration not stated)	-2	12	0.8	1	-1	0.9	0.9	-3	1	1
O=[N+]([O-])c1cccc(-c2ccc(/C=N/NC(=S)Nc3ccccc3)o2)c1	4	11	1	1	4	0.9	1	59*	0.9	9
CCSC1(SCC)N=C(N)C2(C#N)C(c3ccccc3)NC(C)=CC12C#N (configuration not stated)	16	19	1.1	0.8	-5	0.8	1	9	1.1	-10
CCc1ccc(NC(=O)C2CC=CCC2C(=O)O)cc1 (configuration not stated)	7	9	1	0.9	-6	0.9	1	-3	1.1	-6
O=C(CCc1nc(-c2ccccc2F)no1)NC1CCCCC1	7	-5	1	0.9	-7	1.1	1	-1	1	-1
Cc1ccc(-c2cn3cccnc3n2)cc1NC(=O)c1cccs1	8	4	1	0.9	-72	1	1	9	1	4
O=C(O)c1cccnc1SCc1ccccc1Cl	-7	7	1	1.1	-3	0.9	1	1	1	4
CCCCCCOc1cccc(N)c1	33	7	1.2	0.7	3	0.9	0.8	3	1	-4
O=C1C2C3C=CC(CO)(O3)C2C(=O)N1c1ccccc1-c1ccccc1 (configuration not stated)	3	17	0.8	1	-11	0.8	0.9	-5	1	0
COC(=O)c1nn(-c2ccccc2)c(Sc2ccc(Cl)cc2)c1/C=N/O	5	10	0.9	0.9	-8	0.9	1	1	1	-2
C=CCOc1ccccc1CNc1ccccc1C	-6	4	1.3	1.1	-7	1	1.5	-1	1	0

Entries shown so far that have a cyano group:
SMILES	bIAP inh	Diaphorase inh	PMI act	bIAP act	TNAP inh no acc	Diaph act CS	PMI act hi M6P	Lmaj promast	TNAP act hi DEA	TNAP inh hi DEA
COc1cccc(N/C(SCc2cccc([N+](=O)[O-])c2)=C(/C#N)C(=O)NCc2cccs2)c1	10	10	1	0.9	-4	0.9	0.9	87*	1	-2
CCSC1(SCC)N=C(N)C2(C#N)C(c3ccccc3)NC(C)=CC12C#N (configuration not stated)	16	19	1.1	0.8	-5	0.8	1	9	1.1	-10
